# High-throughput results (PubChem BioAssay)
# HTR5A ag ctr: HTR5A agonists in luminescence cell assay, primary screen, counter-screen for OPRM1-OPRD1 heterodimer agonist project, full-deck HTS | 5-hydroxytryptamine receptor 5A (Homo sapiens), P47898 | cell-based | activation, % at 9.3 µM | 340,000 compounds, 0.61% hits | AID 504692, 2011; in the data active means activation mostly above about 9.5%, no sharp cut-off; inactive means mostly below about 7.6%;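 further: 0% = cells with vehicle only and 100% = reference agonist; strong numbers were not always called active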
# PKA-R1A act: activators of PKA-R1A holoenzyme, primary screen, biochemical, fluorescence polarization, Cy5-IP20, bovine R1A, mouse PKAc; cAMP-dependent protein kinase type I-alpha regulatory subunit (Bos taurus) + …; PKA-R1A dissociation; scaled: DMSO 0%, 113 µM cGMP 100%; activation, % at 11.4 µM; 340,000 compounds, 0.083% hits; AID 504707, 2011;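 active means percent activation above the mean of all tested compounds plus 3 SD, cut at about 19% in these data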;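 further: higher means more PKAc released from R1A so a rise in polarization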
# Pemphigus Ab inh: inhibitors of pemphigus antibody binding to DSG3, primary screen, biochemical, bead-based, flow cytometry, scFv-GFP | DSG3-coupled beads, scFv-anti-DSG3-GFP binding; hits give low values | binding (percent of control), % at 10 µM | Desmoglein-3 (Homo sapiens), P32926 | 310,000 compounds, 0.48% hits;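 active means binding more than 3 SD below its plate's average and above zero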;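 further: hits lower antibody fragment binding to DSG3; some compounds called inactive have numbers as strong as hits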
# Target sequence (P32926 whole entry, looked up, the tested form may be a part): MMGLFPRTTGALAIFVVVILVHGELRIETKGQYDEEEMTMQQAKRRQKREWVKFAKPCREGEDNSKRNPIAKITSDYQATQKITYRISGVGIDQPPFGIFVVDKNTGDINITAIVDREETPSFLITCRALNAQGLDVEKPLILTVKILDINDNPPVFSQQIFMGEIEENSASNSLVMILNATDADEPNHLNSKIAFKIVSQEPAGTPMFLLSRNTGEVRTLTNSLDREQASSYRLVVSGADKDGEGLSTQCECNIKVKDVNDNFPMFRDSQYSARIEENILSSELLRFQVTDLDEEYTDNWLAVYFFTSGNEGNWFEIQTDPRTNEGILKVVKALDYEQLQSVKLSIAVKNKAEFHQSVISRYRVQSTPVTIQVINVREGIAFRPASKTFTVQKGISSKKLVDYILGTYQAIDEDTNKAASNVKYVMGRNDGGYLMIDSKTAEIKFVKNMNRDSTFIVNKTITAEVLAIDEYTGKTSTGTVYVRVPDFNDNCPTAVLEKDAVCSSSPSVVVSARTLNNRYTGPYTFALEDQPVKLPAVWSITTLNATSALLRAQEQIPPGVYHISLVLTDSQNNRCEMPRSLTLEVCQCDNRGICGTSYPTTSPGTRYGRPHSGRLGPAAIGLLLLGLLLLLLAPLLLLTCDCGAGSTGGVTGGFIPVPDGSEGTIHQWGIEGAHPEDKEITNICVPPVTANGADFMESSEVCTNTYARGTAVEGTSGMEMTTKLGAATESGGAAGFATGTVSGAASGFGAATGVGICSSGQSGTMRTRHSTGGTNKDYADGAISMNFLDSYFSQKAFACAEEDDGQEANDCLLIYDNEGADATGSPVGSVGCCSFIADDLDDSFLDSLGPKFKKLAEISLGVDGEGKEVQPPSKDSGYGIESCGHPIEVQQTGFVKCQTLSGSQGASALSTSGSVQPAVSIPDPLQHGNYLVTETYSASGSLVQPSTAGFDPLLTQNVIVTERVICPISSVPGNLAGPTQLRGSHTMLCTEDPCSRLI
# MOR-DOR inv ag: inverse agonists of MOR-DOR heterodimerization, primary screen, cell-based, luminescence | AID 504357, 2011 | cell-based MOR-DOR heterodimer luminescence, inverse agonism | inhibition, % at 9.3 µM | Mu-type opioid receptor (Homo sapiens) + Delta-type opioid receptor (Homo sapiens), … | 340,000 compounds, 0.21% hits; in the data active means inhibition above about 22%, passing the limit was not always enough;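 further: 0% = cells with DMSO and 100% = wells without cells with DMSO; values of inactives mirror those of a sister screen read the other way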
# V-ATPase pH: regulators of yeast V-ATPase proton pumping, primary screen, pHLuorin cytosolic pH fluorescence; S. cerevisiae; response, % at 10 µM; 350,000 compounds, 0.37% hits; AID 504577, 2011; in the data active means response mostly above about 7.3%, no sharp cut-off; inactive means mostly below about 5.4%; further: actives read high; inactives centre near 0; some compounds called inactive have numbers as strong as hits; reference of the scale not given here
# MOR-DOR ag: agonists of OPRM1-OPRD1 heterodimerization, primary screen, cell-based, luminescence; 340,000 compounds, 0.3% hits; activation, % at 9.3 µM; AID 504326, 2011; cells; in the data active means activation above about 18%;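 further: 0% = vehicle-treated cells and 100% = reference agonist; values of inactives mirror those of a sister screen read the other way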
# Arrestin-AP2 inh: inhibitors of beta-arrestin/AP2 binding, primary screen, biochemical, GPCR trafficking, flow cytometry; beta-arrestin 1 C-terminal peptide binding to AP2 beta2-adaptin appendage (human); FITC-arrestin peptide / GST-AP2 beads; AP2 beta2 appendage carries R879A mutation; inhibition, % at 10 µM; 340,000 compounds, 0.31% hits; AID 504490, 2011;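 active means inhibition above a set limit, near 3 SD of compounds lacking own fluorescence, cut at about 54% in these data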;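 further: plate controls were DMSO wells for no effect and 5 µM unlabelled arrestin peptide for full effect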
#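 System: GST-AP2 R879A glutathione beads | Also added: FITC-arrestin peptide, 50 nM | Times: 12 min plus 1 h, RT | Signal: Bead flow cytometry, FITC channel | Buffer or medium: PBS with 0.05% Tween 20 and 0.1% BSA | Read-out basis: Percent drop in bead-associated FITC signal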
# PKA-R2B act: activators of PKA-R2B holoenzyme, primary screen, biochemical, fluorescence polarization, Cy5-IP20, human; cAMP-dependent protein kinase catalytic subunit beta (Homo sapiens) + cAMP-dependent …; PKA-R2B holoenzyme dissociation; R2B truncated from residue 108, S112A mutant; 0% DMSO only, 100% 113 µM cGMP; activation, % at 11.4 µM; 340,000 compounds, 0.079% hits;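 active means activation above a cutoff set at the mean over all compounds plus 3 SD, cut at about 18% in these data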;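 further: higher means more holoenzyme dissociation and a rise in polarization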
# DAGLB inhibitor: DAGLB lipase inhibitors, primary screen, biochemical, fluorescence, HTS; Diacylglycerol lipase-beta (Homo sapiens), Q8NCG7; HEK293T DAGLB membrane lysate, EnzChek fluorogenic substrate; inhibition, % at 5.17 µM; 340,000 compounds, 0.059% hits; AID 504411, 2011; in the data active means inhibition above about 34%;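 further: 0% = enzyme with vehicle and 100% = wells lacking enzyme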
# HTR5A inv ag: HTR5A inverse agonists in luminescence cell assay, primary screen, counter-screen for OPRM1-OPRD1 heterodimer inverse agonist project, full-deck HTS | 5-hydroxytryptamine receptor 5A (Homo sapiens), P47898 | HTR5A cell line, inverse agonism | inhibition, % at 9.3 µM | 340,000 compounds, 0.083% hits | AID 504634, 2011; in the data active means inhibition mostly above about 23%, no sharp cut-off; inactive means mostly below about 18%;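 further: 0% = cells with DMSO and 100% = no-cell wells with DMSO; some compounds called inactive have numbers as strong as hits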
# Numbers without * were called inactive; . = not tested or not shown.
SMILES,HTR5A ag ctr,PKA-R1A act,Pemphigus Ab inh,MOR-DOR inv ag,V-ATPase pH,MOR-DOR ag,Arrestin-AP2 inh,PKA-R2B act,DAGLB inhibitor,HTR5A inv ag
COc1ccc(S(=O)(=O)N2CCOCC2)cc1NC(=O)CN1CCCc2ccccc21,-3,-7,.,9,0,-1.9,-13,1,0,13
CN1CCN(C(=O)N2c3ccccc3CCc3ccccc32)CC1,0,-1,99,2,0,-0.4,-5,4,0,0
O=C(NC1CCCC1)C1CCN(C(=O)c2cccc(Cl)c2)CC1,-2,2,101,-15,0,1.8,25,5,-2,-5
COC(=O)C(/C=N/OCc1ccc([N+](=O)[O-])cc1)NC(=O)c1cccc(Cl)c1 (configuration not stated),-1,-9,90,6,0,-1.1,1,6,-2,13
Cc1ccc(C(NC(=O)N2CCOCC2)=C(Cl)Cl)cc1F,8,11,99,-16,-2,2.5,-14,1,-3,-21
CNS(=O)(=O)c1cc(OC)ccc1OC,5,-4,108,-13,-2,2.1,6,3,0,-14
CCOc1ccc(NC(=O)CN(C)C(=O)c2sc3ccccc3c2Cl)cc1OCC,11,3,97,8,0,-1.3,3,7,-2,-34
O=C(CN1CCCCCC1=O)OCc1ncc(-c2ccccc2)o1,7,-7,.,13,-4,-2.1,15,0,-8,-19
CC(c1ccccc1)N(CCC(c1ccccc1)C1CCOC(C)(C)C1)C(=O)c1ccco1 (configuration not stated),-5,2,101,-29,0,5.5,4,-11,-7,16
COc1ccc(N2CCN(C(=O)c3ccc(N4CCCCS4(=O)=O)cc3)CC2)cc1,3,-2,97,14,-1,-2.8,-6,-2,5,13
Cc1ccc(C2(c3ccc(C)cc3)CC2C(=O)NC(C)C)cc1 (configuration not stated),2,-8,111,7,2,-1.5,17,3,-3,-6
Oc1cccc2oc(=S)[nH]c12,-1,1,110,12,15,-2.2,-3,-5,1,3
CN(C)Cc1c(C(C)(C)O)[nH]c2ccc(C(F)(F)F)cc12,5,-1,103,18,-2,-3.8,0,-4,3,-3
COc1ccc2c(c1OC)CCC2=O,3,1,.,11,3,-1.9,-2,-2,-1,9
Cc1ccccc1-n1ccnc1SCC(=O)NCC1CCCO1 (configuration not stated),-3,-1,97,8,-1,-1.5,7,7,-1,-16
Cc1ccc(-n2c(C)cc(C(=O)COc3cccnc3[N+](=O)[O-])c2C)cc1,1,-6,113,-3,3,0.6,3,-7,-5,7
O=C(NCc1ccccc1)c1ccc2nnsc2c1,1,0,99,4,0,-0.8,-2,1,-2,18
CC(C)OC(=O)c1ccc(NC(=O)C2C3CC4OC(=O)C2C4C3)cc1 (configuration not stated),-5,-2,99,11,-1,-2.5,24,-6,-5,6
N=C1C(c2nc3ccccc3s2)=C(O)CN1Cc1ccccc1,-4,-16,.,13,2,-2.1,7,-4,4,-16
CN1C(=O)[C@H](Cc2ccc([N+](=O)[O-])cc2)NC1=S,-5,-14,95,31,-1,-6.8,-20,-4,-1,19
CSc1ncccc1C(=O)OCc1nc2ccsc2c(=O)[nH]1,2,-2,99,6,-1,-1.0,14,-1,0,-33
Cn1c(=O)c2ncn(CC(=O)Nc3nc(-c4ccc(Cl)cc4)cs3)c2n(C)c1=O,.,-5,94,.,-4,.,14,-10,0,.
Cc1cc(=O)n(Cc2ccco2)c(=S)[nH]1,.,2,108,.,-1,.,.,2,-1,.
CCC(C)N1CCC(Oc2ccc(C(=O)NCc3ccccn3)cc2)CC1 (configuration not stated),-1,3,108,16,3,-3.0,-10,-2,2,-9
COc1ccccc1CN(C)C(=O)c1cnc(C)cn1,-4,-6,95,14,-1,-2.8,-5,-1,-1,16
# (further entries)
SMILES,HTR5A ag ctr,PKA-R1A act,Pemphigus Ab inh,MOR-DOR inv ag,V-ATPase pH,MOR-DOR ag,Arrestin-AP2 inh,PKA-R2B act,DAGLB inhibitor,HTR5A inv ag
COc1ccc(-c2ccc(-c3nnc(-c4cc(OC)ccc4OC)o3)cc2)cc1,-2,-6,110,10,-2,-2.1,-16,-4,-1,6
O=[N+]([O-])c1cc(Cl)ccc1NCCNS(=O)(=O)c1ccccc1,0,-9,127,-7,-3,1.3,-5,-7,14,4
Cc1sc2c3ccsc3ccc2[n+]1C,-2,-5,101,-4,-2,0.7,8,9,3,7
O=C1C(Cc2ccccc2)Nc2ncnc(N3CCOCC3)c2N1Cc1ccccc1 (configuration not stated),0,-1,102,15,0,-2.6,-3,0,2,-1
Cc1ccc(C(=O)N2CCN(c3ccc(NC(=O)c4cc(C)cc(C)c4)cc3)CC2)cc1,2,-4,100,6,2,-1.2,-5,4,0,-4
CCN(CC)C(=O)c1cn(CCC#N)nc1-c1ccc(F)cc1,1,2,105,7,0,-1.4,14,-5,-1,-4
Cc1nc2ccccc2c2oc(C(=O)NC3CC3)cc12,6,0,104,-1,-1,0.2,13,5,4,-18
Cn1c(=O)cc(SCC(=O)NCCC2=CCCCC2)c2cc(Cl)ccc21,-2,-5,108,15,0,-2.9,2,-2,1,1
CCCCCC(=O)NNC(=S)NC(=O)c1ccccc1[N+](=O)[O-],-8,-7,129,30*,-1,-5.8,46,7,0,-3
COc1ccc(C(=O)/C=C/c2ccc(O)cc2)c(O)c1CC=C(C)C,5,-1,107,13,-4,-2.2,4,-3,-3,-13
CC(C)CCC(C)NC(=O)c1ccc2nccnc2c1 (configuration not stated),4,-5,101,1,0,-0.2,0,-1,-2,6
O=C(CCc1ccccc1)N/N=C/c1cccc(O)c1,-2,1,99,11,2,-2.1,23,1,0,7
O=C(Nc1nccs1)c1ccc(Cl)c(S(=O)(=O)N2CCCCC2)c1,-1,-4,104,0,0,0.0,7,-9,-2,4
O=C(Nc1ccc(F)cc1)c1ccc(C(=O)N2CCOCC2)cc1,0,-6,106,15,3,-2.6,-3,0,1,9
O=S(=O)(CS(=O)(=O)Oc1ccccc1)Oc1ccccc1,-3,8,90,1,-4,-0.2,-18,-17,5,12
COc1ccc2c(c1)C(=O)C1NC(=O)NC(=O)C1(Br)N2 (configuration not stated),-5,4,109,5,-3,-1.1,-5,-4,3,20
CSCCC(NC(=O)c1ccc([N+](=O)[O-])cc1Cl)C(=O)OCC(=O)N1CCN(C(C)=O)CC1 (configuration not stated),7,8,.,4,-2,-0.6,8,2,-1,-21
O=C(CSc1nc(-c2ccccc2)cs1)N1CCN(C(=O)c2ccco2)CC1,4,-1,105,3,-8,-0.5,-4,-4,-4,-17
CC(Oc1ccccc1)C(=O)OCC(=O)Nc1ccc2c(c1)OCO2 (configuration not stated),0,6,86,-3,1,0.6,-17,-8,-1,1
CCCCCC(=O)N1CC2(CC(c3cccc(NC(=O)c4ccccc4)c3)=NO2)C[C@@H]1C(N)=O (some centres not stated),0,-5,104,5,9,-0.9,23,-6,-3,11
CCc1nc2c(n1O)CCc1nonc1-2,-2,-19,96,20,4,-3.6,3,6,4,23
CCCCn1c(=O)[nH]c(=O)c2c(C(=O)OCC)cc(-c3cccs3)nc21,-1,-5,104,3,2,-0.7,26,0,2,3
CSc1ccc(CNC(=O)C(C)n2nc(C)c3c(C)n(-c4ccccc4)nc3c2=O)cc1 (configuration not stated),9,5,87,12,-5,-2.3,-4,-4,2,10
CCN(c1ccccc1)S(=O)(=O)c1ccc(F)cc1,1,-2,103,7,0,-1.3,5,-2,-4,22
NC(=S)N/N=C/c1ccc(-c2cc(Cl)cc(Cl)c2)o1,7,4,103,8,-1,-1.4,3,13,5,-9
COc1ccc(N(CC(=O)NCc2ccco2)S(C)(=O)=O)cc1,-3,1,85,-10,4,1.6,3,3,65*,9
CCC(CC)c1nnc(NC(=O)c2cccnc2SC)s1,0,-6,100,7,-2,-1.5,-6,5,0,0
Cc1cccc(C)c1NC1=C(Cl)C(=O)OC1OC(=O)c1ccccc1 (configuration not stated),0,-12,99,-31,-1,5.4,3,-1,8,-1
COc1cccc(NC(=O)CN(C)C(=O)/C=C/c2cc(OC)ccc2OC)c1,0,-3,100,0,1,0.1,-9,-7,-4,-1
CCCn1nc(C(=O)OCc2nc(N)nc(Nc3ccccc3C)n2)c2ccccc2c1=O,-6,1,103,-3,-2,0.8,27,4,0,-16

# In a second layout: 9 of the compounds above.
Molecule	HTR5A ag ctr	PKA-R1A act	Pemphigus Ab inh	MOR-DOR inv ag	V-ATPase pH	MOR-DOR ag	Arrestin-AP2 inh	PKA-R2B act	DAGLB inhibitor	HTR5A inv ag
CCCCCC(=O)NNC(=S)NC(=O)c1ccccc1[N+](=O)[O-]	-8	-7	129	30*	-1	-5.8	46	7	0	-3
COc1ccc(C(=O)/C=C/c2ccc(O)cc2)c(O)c1CC=C(C)C	5	-1	107	13	-4	-2.2	4	-3	-3	-13
CC(C)CCC(C)NC(=O)c1ccc2nccnc2c1 (configuration not stated)	4	-5	101	1	0	-0.2	0	-1	-2	6
O=C(CCc1ccccc1)N/N=C/c1cccc(O)c1	-2	1	99	11	2	-2.1	23	1	0	7
O=C(Nc1nccs1)c1ccc(Cl)c(S(=O)(=O)N2CCCCC2)c1	-1	-4	104	0	0	0.0	7	-9	-2	4
O=C(Nc1ccc(F)cc1)c1ccc(C(=O)N2CCOCC2)cc1	0	-6	106	15	3	-2.6	-3	0	1	9
O=S(=O)(CS(=O)(=O)Oc1ccccc1)Oc1ccccc1	-3	8	90	1	-4	-0.2	-18	-17	5	12
COc1ccc2c(c1)C(=O)C1NC(=O)NC(=O)C1(Br)N2 (configuration not stated)	-5	4	109	5	-3	-1.1	-5	-4	3	20
CSCCC(NC(=O)c1ccc([N+](=O)[O-])cc1Cl)C(=O)OCC(=O)N1CCN(C(C)=O)CC1 (configuration not stated)	7	8	.	4	-2	-0.6	8	2	-1	-21
